Source: PubChem BioAssay
PLC-gamma1 inh: blocks human PLC-gamma1 enzyme activity; purified PLC-gamma1, fluorogenic substrate, fluorescence; 370,000 tested, 0.84% active; inhibition, % at 12.2 µM; in the data active = inhibition above about 9.5%
DDE Tn6 FP inh: DD(E)-Tn6 binding inhibition, primary FP screen | Fibrin DD(E) TRITC-Tn6 fluorescence polarization displacement | P02675 | inhibition, % at 8.3 µM | AID 720509 | 370,000 tested, 0.21% active;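 active = inhibition above a per-campaign cutoff: mean of compounds within control limits plus 3 SD, cut at about 15% in these data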;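 also: 0% = median of all compound wells on the plate and 100% = blocking peptide control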
UHRF1 binding: UHRF1 methyl-DNA binding inhibition. inhibition, % at 4.4 µM. 370,000 tested, 0.75% active. Q96T88. UHRF1 binding to methylated oligo, TR-FRET; in the data active = inhibition above about 21%;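 also: UHRF1 SRA domain binding a hemimethylated CpG hairpin DNA probe; 0% = median of test compound wells and 100% = reference inhibitor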
Tn7 DDE FP: disrupts Tn7 cyclic peptide binding to fibrin D-Dimer-E complex; 370,000 tested, 0.13% active; AID 720508; FP displacement of FITC-Tn7 peptide from fibrin DD(E); 0% = median of compound wells per plate; inhibition, % at 8.3 µM;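 active = inhibition above the mean of compounds falling within the control limits plus 3 SD of them, cut at about 14% in these data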;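 also: 0% = plate median of compound wells and 100% = 10 µM Aha-Tn7 peptide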
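Assay system: human fibrin DD(E). Input: DD(E) 2 µM final. Medium: Tris buffer with calcium and detergent, pH 7.8. Compound dosing: single point at 8.3 µM. Timing: 10 min plus 3 h, room temperature. Technique: fluorescence polarization of the labelled Tn7 tracer. Read-out: percent inhibition. Replicates: singlicate testing.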
NR1D1 modulator: modulates human Rev-erb alpha binding to DNA; P20393; Rev-erbα–FITC-DNA binding, fluorescence polarization, 90 min; activity, % at 10 µM; 370,000 tested, 0.79% active;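 active = activity above about 14%, limit read from the data; passing the limit was not always enough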;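 also: 0% = DMSO wells with 35 nM protein and 100% = DMSO wells with 750 nM protein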
PLC-beta3 inh: PLC-beta3 (human) inhibition, primary screen. Q01970. Purified PLC-beta3, fluorogenic substrate, fluorescence. AID 720704. inhibition, % at 12.2 µM. 370,000 tested, 0.18% active; in the data active = inhibition above about 11%;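 also: 0% = median of compound wells on plate and 100% = full blocker control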
sPLA2-III inh: Blocks human group III sPLA2 activity | QFRET BODIPY PC-A2 liposome hydrolysis, fluorescence | inhibition, % at 12.2 µM | 370,000 tested, 0.56% active;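 active = inhibition above mean plus 3 SD of compounds lying within the high and low control bounds, cut at about 19% in these data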;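 also: 0% = median of test compound wells and 100% = no enzyme DMSO wells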
KLK7 zymogen act: activators of human kallikrein-7 zymogen. P49862. purified proKLK7, EDANS-DABCYL substrate fluorescence; 100% is mature enzyme control, 0% vehicle. activation, % at 7 µM. 370,000 tested, 0.9% active. AID 652039;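 active = activation above the mean of all tested compounds plus 3 SD, computed per campaign excluding outliers beyond control limits, cut at about 13% in these data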
Target sequence (P49862 whole entry, looked up): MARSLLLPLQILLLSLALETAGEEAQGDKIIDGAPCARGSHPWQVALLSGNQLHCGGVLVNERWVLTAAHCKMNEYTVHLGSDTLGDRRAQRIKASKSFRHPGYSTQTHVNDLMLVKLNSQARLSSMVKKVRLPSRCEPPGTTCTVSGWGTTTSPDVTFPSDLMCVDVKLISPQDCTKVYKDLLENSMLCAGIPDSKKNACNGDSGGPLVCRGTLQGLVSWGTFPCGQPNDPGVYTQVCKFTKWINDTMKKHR
ARFGAP1 inhibitor: inhibits rat ARF GTPase activating protein 1. Arfgap1-stimulated ARF1 GTP hydrolysis, GDP FP detection. 360,000 tested, 0.26% active. inhibition, % at 16.5 µM;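 active = inhibition above a per-plate limit, mean inhibition of low control wells plus 3 SD, cut at about 25% in these data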;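 also: 0% = DMSO wells with enzyme and 100% = wells lacking Arfgap1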
Target sequence (Q62848 1-136 limits assumed): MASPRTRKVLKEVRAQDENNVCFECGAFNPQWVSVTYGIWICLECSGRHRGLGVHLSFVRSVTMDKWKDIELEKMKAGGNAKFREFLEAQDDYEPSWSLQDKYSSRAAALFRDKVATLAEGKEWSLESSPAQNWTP
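Material: rat Arfgap1 catalytic domain, aa 1-136; also added: human ARF1(Δ1-17)-GTP substrate; compound dosing: one concentration, 16.5 µM, DMSO 1.26%; incubation: GTP hydrolysis reaction 2 h at 25 °C; measured by: Tracer-displacement fluorescence polarization with EDTA stop, 620/688 nm; evaluation: % inhibition from polarization; repeats: one replicate per compound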
ASAP1 GAP inh: blocks human ASAP1-stimulated Arf1 GTP hydrolysis. inhibition, % at 16.5 µM. AID 624377. Q9ULH1. 360,000 tested, 0.19% active. GDP FP detection; in the data active = inhibition above about 25%;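 also: 0% = vehicle with enzyme and substrate and 100% = no enzyme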
Target sequence (Q9ULH1 325-724 limits assumed): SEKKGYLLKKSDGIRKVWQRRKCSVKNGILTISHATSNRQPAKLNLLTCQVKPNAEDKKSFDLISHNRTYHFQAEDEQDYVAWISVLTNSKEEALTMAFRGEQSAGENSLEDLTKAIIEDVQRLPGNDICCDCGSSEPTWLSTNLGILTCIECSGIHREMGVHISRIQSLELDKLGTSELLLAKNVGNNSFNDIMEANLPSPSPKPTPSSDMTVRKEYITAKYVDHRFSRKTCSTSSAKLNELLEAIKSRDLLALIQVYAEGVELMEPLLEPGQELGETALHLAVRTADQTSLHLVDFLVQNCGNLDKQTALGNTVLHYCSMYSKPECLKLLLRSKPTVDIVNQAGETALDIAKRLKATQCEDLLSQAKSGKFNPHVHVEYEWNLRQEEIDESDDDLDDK
* marks the source's active call; other numbers are inactive results; · = not tested or not shown.

item	SMILES	PLC-gamma1 inh	DDE Tn6 FP inh	UHRF1 binding	Tn7 DDE FP	NR1D1 modulator	PLC-beta3 inh	sPLA2-III inh	KLK7 zymogen act	ARFGAP1 inhibitor	ASAP1 GAP inh
1	COc1ccc(C(O)c2nc(-c3ccc4ccccc4c3)cs2)cc1 (stereo not given)	5	-4	3	-2	3	-5	-13	0.1	11	-3
2	CCOC(=O)C1=C(N)N(c2ccc(C)cc2)C2=C(C(=O)CCC2)C1c1cccs1 (stereo not given)	-5	0	-1	11	-1	-7	8	-0.1	1	0
3	CCOC(=O)C1(P(=O)(c2ccc(Cl)cc2)c2ccc(Cl)cc2)CCC1	2	-3	-5	-2	-1	2	-5	-0.1	9	9
4	CCCCN1C(=O)C(=O)NC[C@@H]1C(C)CC (stereo not given in full)	0	-2	-2	-9	7	0	1	-0.2	6	2
5	Cc1cccc(NC(=O)c2ccc(S(=O)(=O)N3CCCCC3C)cc2)n1 (stereo not given)	0	5	-2	5	2	-2	-1	0.0	4	12
6	C#CCOCCOCCOCCNc1nc(N2CCN(C(=O)[C@H](CCCCN)n3cc(CC(C)O)nn3)CC2)nc(N2CCN(C(=O)[C@H](CCCCN)n3cc(CC(C)O)nn3)CC2)n1 (stereo not given in full)	1	0	13	-5	-3	3	-3	0.1	-3	-4
7	CCCn1c(-c2ccc[nH]c2=O)nc2ccccc21	-228	-3	0	4	4	-277	6	2.7	3	3
8	COc1ccc(CCN2CC(C(=O)NCCc3ccccn3)CCC2=O)cc1 (stereo not given)	-5	5	-1	0	-3	-4	3	0.2	-1	2
9	Cc1ccc(C(=O)O)cc1N1C(=O)CCCC1=O	5	-3	0	-1	7	2	-1	0.6	1	-2
10	Cc1ccc(-c2cc(C(F)(F)F)n3ncc(C(=O)N4CCCCC4c4cccnc4)c3n2)cc1 (stereo not given)	-17	2	-1	-1	10	-26	-1	-0.5	-6	-1
11	CCOc1ccccc1C(=O)Nc1cc2c(cc1N1CCCC1)n(CC)c(=O)n2CC	-103	-2	1	5	2	-168	2	0.4	2	-17
12	Cc1nc(C(F)(F)F)ccc1C(=O)N1CCC1(C)C(=O)NS(=O)(=O)c1ccc(F)cc1F (stereo not given)	2	2	-2	-3	-1	3	8	0.4	-4	1
13	CCN(C(=O)COC(=O)C(Cc1ccccc1)N1C(=O)c2ccccc2C1=O)C1CCS(=O)(=O)C1 (stereo not given)	0	4	-2	0	3	1	-4	0.3	0	9
14	COc1cc(CC(=O)OCC(=O)NC2CC2)cc(OC)c1OC	1	-3	0	-2	-1	-2	2	-0.5	5	-4
15	Cc1ccc(NC(=O)c2ccn(C(=O)Nc3ccccc3)n2)c(C)c1	6	1	1	-5	4	-2	6	-0.2	14	0
16	COc1cccc2[nH]c3c(N4CCCCC4)ncnc3c12	-149	-2	-1	0	-2	-213	-3	8.4	-5	-4
17	CCN(CC)C(=O)C1=C(C)N(Cc2ccc(F)cc2)C(=O)C(CC(=O)NCCc2ccccn2)C1 (stereo not given)	-7	-3	4	4	-2	-2	7	-0.3	-8	0
18	Cc1cccc(C(=O)N2N=C(c3ccc(NS(C)(=O)=O)cc3)CC2c2cccs2)c1 (stereo not given)	-2	0	0	3	1	-7	-32	1.0	-1	2
19	CCN(C(=O)COC(=O)CNS(=O)(=O)c1ccc(SC)c([N+](=O)[O-])c1)C1CCCCC1	-1	1	-1	7	5	0	-19	0.3	-7	2
20	COc1ccc(OCC(=O)Nc2nc3cc4c(cc3s2)OCCO4)cc1	-5	-14	3	-1	3	-9	3	-0.3	12	10
21	Cc1cc(C(=O)CN2C(=O)NC(Cc3c[nH]c4ccccc34)C2=O)c(C)n1C (stereo not given)	-3	6	-1	6	6	-3	-31	0.7	-6	2
22	Cc1ccc(C(=O)NCCC(=O)N2CCOCC2)cc1	5	-1	0	-3	-4	-3	3	0.7	-15	-6
23	CC1CCc2sc(C(=O)NNC(=S)NCC3CCCO3)cc2C1 (stereo not given)	-4	0	0	4	-4	-15	7	1.8	-4	-5
24	Nc1nonc1C(=O)OCC(=O)N1CCOCC1	-2	1	-1	0	-2	2	7	-0.1	13	4
25	Cc1ccc(C(=O)c2nocc2C(=O)c2cccs2)cc1	-2	3	-1	1	1	4	3	0.2	7	-3
26	COc1ccc(N(CC(=O)Nc2nccs2)S(=O)(=O)c2c(C)nn(C)c2C)cc1	1	0	-1	-4	4	1	-6	0.1	-4	-8
27	COc1cc(CN2CCNC(=O)C2CC(=O)NCCC2=CCCCC2)cc(OC)c1 (stereo not given)	-1	-2	5	-4	-37	-4	-7	-0.2	-9	5
28	Cc1cc(C)cc(NC(=O)CNC(c2ccccc2)c2ccccc2)c1	-1	1	0	-6	5	-6	-7	0.0	-11	11
29	COc1ccc(COC(=O)CCS(=O)(=O)c2ccc(C)cc2)cc1F	0	1	8	1	-2	-9	-4	0.4	7	3
30	CNC(=S)Nc1cc2oc3ccccc3c2cc1OC	1	4	0	2	0	-3	10	-0.5	-1	-3
31	Nc1c(-c2ccc(Cl)cc2)cnn1-c1ccccc1	2	-1	-2	3	2	-1	-3	0.0	4	0
32	O=C(CN(CCc1ccccc1)C(=O)CNS(=O)(=O)c1ccccc1)NCc1ccco1	0	-1	-3	-4	1	-2	-8	-0.6	7	-2
33	Cc1ccc2c(c1)cc(CN(Cc1ccc3c(c1)OCO3)S(=O)(=O)c1ccccc1)c1nnnn12	9	8	4	-8	0	8	5	0.0	-12	-6
34	COc1ccc(-c2nc(SCC(=O)N3CCOCC3)n[nH]2)cc1	-3	3	1	-4	1	3	1	0.9	7	-5
35	COc1cc2sc(C)nc2c2ccccc12	6	-1	5	-1	5	-4	-1	-0.5	11	-3
36	O=C1CC2C(=O)NCCN2C(=NC(=O)c2ccc(Cl)cc2)N1 (stereo not given)	6	-4	0	6	8	-2	6	0.0	5	-9
37	CC(=O)Nc1ccc(CN2CCN(CC=C(C)C)C(CCO)C2)cc1 (stereo not given)	5	3	0	6	1	-3	-2	0.4	-5	-5
38	CCOC(=O)c1ccccc1NC(=O)Cc1ccc(OC)c(S(=O)(=O)N2CCOCC2)c1	-2	1	4	1	13	-6	4	0.2	-1	-2
39	O=C(O)c1cc(S(=O)(=O)Nc2ccc3cn[nH]c3c2)ccc1O	-11	7	6	6	-9	-18	-22	0.5	9	0
40	O=C(NCCc1ccccc1)C1(c2ccccc2)CCCC1	-1	13	2	2	-1	-3	-4	-0.3	-6	-2
41	CSc1ccccc1NC(=O)c1csc(C)c1	1	-2	15	11	1	-8	-3	0.0	6	3
42	CCN(CC)C(=O)Nc1ccccc1C	-5	10	-1	-2	6	0	1	0.2	-3	7
43	COC(=O)c1cc(NC(=O)c2nn(C)c(=O)c3ccccc23)cc(C(=O)OC)c1	3	-2	1	-1	0	0	1	-0.3	-8	-6
44	COc1ccc(-n2c(N)cc(=O)nc2SCC(=O)N2CCN(c3ccccc3)CC2)cc1	1	-6	2	4	1	-5	2	0.5	4	4
45	Cc1cc2oc3ccc(NCCCN4CCOCC4)cc3c(=O)c2cc1C	-58	0	-4	8	-3	-79	10	0.3	5	-16
46	COc1ccc(NS(=O)(=O)c2ccc3c(c2)N(C(C)=O)CCO3)cc1	0	3	5	-1	-5	-7	9	-0.1	9	-10
47	COc1ccc(C(=O)N2C(=S)NC(=O)/C2=C\c2ccc(C)cc2)cc1	-4	-7	-2	-6	-4	-9	-13	-1.4	1	5
48	Cc1cc(Cl)ccc1C(=O)C1CCCN(C(=O)CCn2cncn2)C1 (stereo not given)	3	4	-2	-1	6	-1	6	0.1	3	7
49	COc1ccc(S(=O)(=O)N2CCCCCC2)cc1C(=O)N(C)Cc1ccco1	7	6	4	3	6	-2	2	0.6	4	-5
50	CN1CCN(NC(=O)c2ccc(Cl)cc2Cl)CC1	0	5	0	4	0	1	2	-0.3	-3	4
51	COc1ccc(S[C@]2(C(=O)N(C)C)CC(=O)N(c3ccsc3)[C@@H]2c2ccc(OC)cc2)cc1	2	5	0	-5	0	3	-5	0.8	·	·
52	Cc1nn(Cc2ccccc2)c(C)c1C(=O)OCC(=O)c1cc(C)n(C2CC2)c1C	-4	-2	-2	-3	0	-2	-8	0.1	-5	-7
53	CN(C)c1ccc(NC(=O)CN2CCC(NC(=O)C3CCCCC3)CC2)cc1	-4	3	2	-1	-1	-6	10	-0.1	7	3

Reprinted at random: 6 entries already listed.
item	SMILES	PLC-gamma1 inh	DDE Tn6 FP inh	UHRF1 binding	Tn7 DDE FP	NR1D1 modulator	PLC-beta3 inh	sPLA2-III inh	KLK7 zymogen act	ARFGAP1 inhibitor	ASAP1 GAP inh
49	COc1ccc(S(=O)(=O)N2CCCCCC2)cc1C(=O)N(C)Cc1ccco1	7	6	4	3	6	-2	2	0.6	4	-5
52	Cc1nn(Cc2ccccc2)c(C)c1C(=O)OCC(=O)c1cc(C)n(C2CC2)c1C	-4	-2	-2	-3	0	-2	-8	0.1	-5	-7
48	Cc1cc(Cl)ccc1C(=O)C1CCCN(C(=O)CCn2cncn2)C1 (stereo not given)	3	4	-2	-1	6	-1	6	0.1	3	7
47	COc1ccc(C(=O)N2C(=S)NC(=O)/C2=C\c2ccc(C)cc2)cc1	-4	-7	-2	-6	-4	-9	-13	-1.4	1	5
46	COc1ccc(NS(=O)(=O)c2ccc3c(c2)N(C(C)=O)CCO3)cc1	0	3	5	-1	-5	-7	9	-0.1	9	-10
53	CN(C)c1ccc(NC(=O)CN2CCC(NC(=O)C3CCCCC3)CC2)cc1	-4	3	2	-1	-1	-6	10	-0.1	7	3
